High-throughput results: PubChem BioAssay, National Center for Advancing Translational Sciences (NCATS)
SMN2 splice enh: enhancers of SMN2 splice variant expression; HEK293 SMN2-luciferase splicing reporter, luminescence, 30-36 h; Potency, µM (titrated, usually from 46.1 µM), for the others: top-dose activity change, positive = activation, usual class: activators; 210,000 compounds, 2.8% hits; AID 1458; note: potency is the fitted concentration of half-maximal effect; % of control where 0% means no effect; nearly all actives have a fitted effect of over 55% in size
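qHTS luciferase splicing reporter: luminescence rises when SMN2 exon 7 is included in transfected HEK293 cells. Compound exposure lasted 30-36 h at 37C, with 4.5 mM final sodium butyrate as control, followed by a ONE-Glo read.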
KinaseGlo FLuc: blocks Kinase-Glo luciferase, a counter-screen artifact. 200,000 compounds, 0.28% hits. Kinase-Glo luciferase, ATP luminescence, 8 min. AID 1379. Potency, µM (top dose mostly 38.3 µM), for inactives: top-dose activity change, negative = inhibition, usual class: inhibitors. Q27757; note: potency is the fitted concentration of half-maximal effect; % is set by controls: 0 for no effect and ±100 for the full control effect; nearly all actives have a fitted effect of over 60% in size
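Substrate mix (final 50 mM imidazole pH 7.2, 50 mM KCl, 7 mM MgCl2, 10 uM ATP, 0.01% Tween 20, 0.05% BSA) plus pin-tool compound, then Kinase-Glo detection mix; 8 min ambient, luminescence read.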
HTT aggregate: mutant huntingtin aggregation inhibition; 220,000 compounds, 1.1% hits; Potency, µM (top dose mostly 46.1 µM), without a hit: at the highest dose activity change, negative = inhibition, usual class: inhibitors; PC12 HttQ103-GFP aggregates, Acumen cytometry, 40 h; note: potency is the fitted concentration of half-maximal effect; % is set by controls: 0 for no effect and ±100 for the full control effect; nearly all actives have a fitted effect of over 60% in size
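Quantitative HTS on tebufenozide-induced (100 nM) PC12 cells stably expressing polyQ103 Huntingtin exon 1–GFP. Reduction of bright GFP aggregates, detected by laser scanning cytometry after lysis, identified actives across the titration.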
Lamin A splicing: LMNA splicing modulation | Potency, µM (series often up to 46.1 µM), without a hit: at the top dose ratio change, negative = inhibition, most hits filed as inhibitors | AID 1487 | HeLa LMNA splicing GFP/RFP minigene ratio, 48 h | 200,000 compounds, 0.01% hits; active = well fitted inhibition curve with a large enough effect in the signal ratio, with a control signal flat, not every such curve was filed as active; inconclusive = small, poorly fitted or top-dose-only effect, or effect the other way, or a change in a side signal; the % refers to the signal ratio; note: potency is the fitted concentration of half-maximal effect; % is set by controls: 0 for no effect and ±100 for the full control effect
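S3 HeLa cells stably expressing lamin A-EGFP splicing minigene plus DsRed2, 600 cells/well, 48 h compound exposure at 37C. Laser-scanning cytometry; analysed as GFP (500-530 nm)/RFP (575-640 nm) total intensity ratio; 0.5% DMSO vehicle.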
CBFb RUNX1 block: blocks binding between human CBF-beta and RUNX1 | AlphaScreen CBFb-His/RUNX1-biotin binding, biochemical | Q01196+Q13951 | Potency, µM (highest dose often 59.8 µM), for inactives: top-dose activity, negative = inhibition, most hits filed as inhibitors | 230,000 tested, under 10 active | AID 1477; note: % of control where 0% means no effect
Target sequence (Q01196 whole entry, looked up): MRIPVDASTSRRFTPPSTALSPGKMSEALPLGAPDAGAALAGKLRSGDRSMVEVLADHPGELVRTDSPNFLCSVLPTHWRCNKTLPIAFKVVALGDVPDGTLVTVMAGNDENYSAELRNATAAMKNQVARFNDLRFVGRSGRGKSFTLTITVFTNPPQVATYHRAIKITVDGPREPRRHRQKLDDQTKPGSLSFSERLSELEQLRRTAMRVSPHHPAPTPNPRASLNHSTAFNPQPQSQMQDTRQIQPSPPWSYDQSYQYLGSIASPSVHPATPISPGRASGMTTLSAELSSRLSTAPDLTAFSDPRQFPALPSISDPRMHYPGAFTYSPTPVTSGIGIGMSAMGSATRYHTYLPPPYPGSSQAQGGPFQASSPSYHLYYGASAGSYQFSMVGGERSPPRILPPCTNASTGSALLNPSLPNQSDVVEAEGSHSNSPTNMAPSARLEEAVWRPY
Target sequence (Q13951 whole entry, looked up): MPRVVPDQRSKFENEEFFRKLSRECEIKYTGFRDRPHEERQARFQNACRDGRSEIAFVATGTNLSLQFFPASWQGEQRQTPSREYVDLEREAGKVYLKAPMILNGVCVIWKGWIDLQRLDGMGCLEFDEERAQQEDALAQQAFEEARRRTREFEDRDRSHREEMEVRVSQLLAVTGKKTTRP
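Room-temperature protein-protein interaction test with 30 nM each of His-tagged CBF-beta and biotinylated RUNX1, 15 min with compound, then 90 min with nickel plus streptavidin beads. Signal read in AlphaScreen mode.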
IMPase Li cell: membrane-permeable IMPase blocker, potentiated with lithium | CHO-M1 cells, IP1 TR-FRET (IP-One), carbachol + lithium | Potency, µM (series often up to 59.4 µM), without a hit: at the top dose activity, negative = IMPase inhibition, most hits filed as inhibitors | 210,000 compounds, 0.35% hits;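 note: IP1 builds up when IMPase is blocked and the TR-FRET signal falls; potency is the fitted concentration of half-maximal effect; plate controls were basal vehicle for no effect and high inhibitor control for full effect; nearly all actives have a fitted effect of over 50% in size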
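Readout is a homogeneous TR-FRET IP1 immunoassay (Ex 320, Em 665 and 620), where raised cytosolic IP1 lowers signal. Cells were CHO-M1 treated 30 min at 37C with test compounds plus a little lithium; AC50 values came from Hill-equation fitting.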
HTT ATP protect: protects HTT-Q103 PC12 cells, measured by ATP; AID 1471; PC12 HTT-Q103 induced, cytoprotection, ATP luminescence, 40 h; Potency, µM (series often up to 56.4 µM), inactives show cytoprotection (ATP increase), most hits filed as activators; 230,000 compounds, 0.14% hits;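 note: potency is the fitted concentration of half-maximal effect; % of control where 0% means no effect; nearly all actives have a fitted effect of over 45% in size; toxic huntingtin expression switched on by the ecdysone agonist tebufenozide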
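Rat PC12, Q103 Htt exon1-GFP fusion, ecdysone promoter; tebufenozide inducer 100 nM final; compound titration; qHTS, 1500 cells/well; ATPlite luminescent read.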
An asterisk follows results filed as active; ? = inconclusive; nt = not tested or not shown; [ ] = another dose, or the depositor's remark. Unless noted, calls come from the whole dose curve; as a rule, active = well fitted curve in the direction sought with a large enough effect; inconclusive = small, poorly fitted or top-dose-only effect, or another doubt; inactive = no such curve, though single readings can be large; an effect the other way counts as inactive or inconclusive. Rows are unselected. Share with any hit: about 4%.

entry | canonical_smiles | Lamin A splicing | SMN2 splice enh | CBFb RUNX1 block | HTT aggregate | HTT ATP protect | IMPase Li cell | KinaseGlo FLuc
1 | Cc1noc(C)c1-c1nc(Nc2ccncc2)c2ccccc2n1 | ? | 27% | nt | nt | 10% | -3% | -3%
2 | Cc1c(/C=N/NC(=O)c2cccnc2)c2ccccn2c1C(=O)c1ccc(F)cc1 | 2% | -24% | -4% | -16% | -7%[10 µM] | 4% | -1%
3 | COc1ccc(CCNc2ncnc3c2oc2ccccc23)cc1OC | -11% | -67%[inhibitor] | -2% | 2µM* | -44%[inhibitor] | 39%[activator][38.3 µM] | 2%
4 | COc1ccc(C(=O)Oc2ccc(/C=N/NC(=O)c3ccccc3OC)cc2[N+](=O)[O-])cc1 | -5% | 5% | 2% | -6% | 5%[10 µM] | -7% | 0%
5 | CC1=CC(C)(C)NC(=S)N1c1ccc(C)c(C)c1 | nt | -57%[inhibitor] | -8% | -5% | 28% | 0% | -2%
6 | Cn1cccc1C(=O)NC(=O)COC(=O)CC12CC3CC(CC(Br)(C3)C1)C2 | -1% | 11% | -8% | ? | 14% | 6%[38.3 µM] | -4%
7 | COC(=O)C(C)Oc1ccc(Oc2nc(Cl)ccc2Cl)cc1 (centres undefined) | nt | 18% | 19% | -2% | 10% | 8% | -1%
8 | Oc1cccc(CN2CCCCC2)c1 | -8% | -3% | -1% | -6% | nt | 5% | 0%
9 | Cc1ccc(C(=S)N2CCN(Cc3ccccc3)CC2)s1 | nt | -20% | -1% | 33% | nt | 10% | 1%
10 | COc1ccc(C/C(N)=N/OC(=O)c2cccc([N+](=O)[O-])c2)cc1 | ? | -1% | -6% | 8% | 2%[10 µM] | 28% | -1%
11 | COc1ccc(NC(=O)C2CCCCN2S(=O)(=O)c2ccc(F)cc2)cc1 (centres undefined) | -9% | -26% | 4% | 1% | 21%[10 µM] | 64%[activator][38.3 µM] | 16%
12 | Cc1ccc(-c2ccccc2[C@@H]2C[C@H]3CN(C)C(=O)[C@]34CCCN24)o1 | 32%[46 µM] | nt | 2% | 1%[9.22 µM] | 18%[10 µM] | 2% | -2%
13 | NS(=O)(=O)c1ccc(N=Nc2c(-c3ccccc3)[nH]n(-c3nc(-c4ccccc4)cs3)c2=O)cc1 | ? | -79%[inhibitor] | -12% | 5.6µM* | 22%[10 µM] | 2% | -2%
14 | COc1ccccc1-n1c(CNC(=O)c2ccco2)nnc1SCC(=O)Nc1nccs1 | -8% | 4% | 1% | 0% | 2% | -12%[38.3 µM] | -4%
15 | CN(Cc1ccccc1)C(=O)CC(c1ccccc1)c1cc(Cl)ccc1O (centres undefined) | ? | -1% | -3% | ? | 3% | 15%[38.3 µM] | -2%
16 | CCOC1(c2ccccc2)OC(=O)c2ccccc21 (centres undefined) | 5% | -44%[inhibitor] | 16% | 9% | 7%[10 µM] | -1% | 12%
17 | Cc1ccccc1Nc1c(-c2ccncc2)nc2ccc(Br)cn12 | ? | 13µM* | -5% | 4% | -9%[10 µM] | 8% | 1%
18 | O=S(=O)(Cc1cc(Sc2ccc(Cl)cc2)nc(-c2ccccc2)n1)c1ccccc1 | 17% | -4% | 5% | 5% | 2% | -7%[38.3 µM] | 18%
19 | O=C(c1ccco1)N1CCN(C(=O)c2cc(-c3ccccn3)nc3ccc(Cl)cc23)CC1 | 2% | -1% | -17% | -11% | -28% | 3%[38.3 µM] | 6%
20 | CCNc1nc(NCC)n2c(SCC(=O)Nc3ccc(F)cc3[N+](=O)[O-])nnc2n1 | 3%[46 µM] | 1% | -11% | 15% | 0%[10 µM] | 11% | -1%
21 | On1c(-c2ccccc2Cl)nc2ccccc21 | ? | -6% | ? | -10% | 1%[10 µM] | -10% | -3%
22 | Cc1ccc(OCC(O)Cn2c(N)nc3c2c(=O)n(C)c(=O)n3C)cc1 (centres undefined) | 5%[46 µM] | -23% | 5% | 4%[9.22 µM] | 27%[10 µM] | 4% | -1%
23 | O=C(Nc1cnccn1)c1ccncc1 | -7% | -3% | 5% | -12% | 15%[10 µM] | -7% | -1%
24 | Cc1ccccc1NC(=O)CSc1nnc(Cc2ccccc2)o1 | 8% | 10% | -2% | 5% | ? | 2% | 0%
25 | C/C(=N\NC(=O)c1cc(-c2cccnc2)nc2ccccc12)c1ccccc1O | ? | -82%[inhibitor] | -2% | ? | -75%[inhibitor][1.9 µM] | -12% | -2%
26 | O=C(CCl)Nc1cn(-c2ccccc2)nc1-c1ccc(F)cc1 | nt | -25% | 6% | ? | -53%[inhibitor] | 6% | -1%
27 | CC1CCCCN1Cc1nc2c(c(=O)n(C)c(=O)n2C)n1Cc1c(F)cccc1Cl (centres undefined) | nt | nt | 12% | 9%[9.22 µM] | -5%[10 µM] | 1% | nt
28 | CC(C)N(C)CCOC(=O)c1ccc2c(c1)OCCO2 | -3% | -3% | 10% | -4% | 30%[1.9 µM] | 4% | 0%
29 | Cc1ccc(C(=O)N(CC(=O)NC2CCCC2)c2ccc3c(c2)OCCO3)s1 | ? | -12% | 5% | 1% | 13% | 8% | -4%
30 | CN(C)S(=O)(=O)c1ccc(N2CCCC2)c(C(=O)Nc2nc(-c3ccc(F)c(F)c3)cs2)c1 | 0% | 12% | 8% | -14% | -6%[10 µM] | -10% | 3%
31 | O=C(NCc1cccnc1)c1ccc(COc2ccc(Cl)cc2Cl)o1 | 1%[46 µM] | nt | 3% | 30%[9.22 µM] | 25%[10 µM] | 23% | 0%
32 | N#C/C(=N\Nc1cccc(F)c1)C(=O)C1CC1 | nt | nt | -2% | -16%[9.22 µM] | -3%[10 µM] | nt | nt
33 | COc1ccc2cnn(CCOc3ccccc3)c(=O)c2c1OC | -8% | 11µM* | 0% | 25% | -35% | -12%[38.3 µM] | -9%
34 | Cc1ccc(/C=C2\SC(=S)N(CCCC(=O)Nc3nccs3)C2=O)cc1 | -12% | -19% | -1% | ? | ? | 5% | 0%
35 | COc1ccc(NC(=S)NCc2cccs2)cc1OC | nt | 15% | 18% | 7% | nt | -1% | 2%
36 | Cc1ccccc1NC(=O)CN1C(=O)S/C(=C\c2ccc(-c3cccc(C(=O)O)c3C)o2)C1=O | nt | 11µM* | 2% | -17%[9.22 µM] | -19% | -7% | 2%

Some of the entries so far, with each value named:
31: O=C(NCc1cccnc1)c1ccc(COc2ccc(Cl)cc2Cl)o1
  Lamin A splicing: 1%[46 µM]
  SMN2 splice enh: nt
  CBFb RUNX1 block: 3%
  HTT aggregate: 30%[9.22 µM]
  HTT ATP protect: 25%[10 µM]
  IMPase Li cell: 23%
  KinaseGlo FLuc: 0%

32: N#C/C(=N\Nc1cccc(F)c1)C(=O)C1CC1
  Lamin A splicing: nt
  SMN2 splice enh: nt
  CBFb RUNX1 block: -2%
  HTT aggregate: -16%[9.22 µM]
  HTT ATP protect: -3%[10 µM]
  IMPase Li cell: nt
  KinaseGlo FLuc: nt

33: COc1ccc2cnn(CCOc3ccccc3)c(=O)c2c1OC
  Lamin A splicing: -8%
  SMN2 splice enh: 11µM*
  CBFb RUNX1 block: 0%
  HTT aggregate: 25%
  HTT ATP protect: -35%
  IMPase Li cell: -12%[38.3 µM]
  KinaseGlo FLuc: -9%

34: Cc1ccc(/C=C2\SC(=S)N(CCCC(=O)Nc3nccs3)C2=O)cc1
  Lamin A splicing: -12%
  SMN2 splice enh: -19%
  CBFb RUNX1 block: -1%
  HTT aggregate: ?
  HTT ATP protect: ?
  IMPase Li cell: 5%
  KinaseGlo FLuc: 0%

3 entries from above, sorted by the value under Lamin A splicing, largest number first.
No. | canonical_smiles | Lamin A splicing
28 | CC(C)N(C)CCOC(=O)c1ccc2c(c1)OCCO2 | -3%
33 | COc1ccc2cnn(CCOc3ccccc3)c(=O)c2c1OC | -8%
34 | Cc1ccc(/C=C2\SC(=S)N(CCCC(=O)Nc3nccs3)C2=O)cc1 | -12%

Remaining list, next part:
entry | canonical_smiles | Lamin A splicing | SMN2 splice enh | CBFb RUNX1 block | HTT aggregate | HTT ATP protect | IMPase Li cell | KinaseGlo FLuc
37 | CCc1cccc(NC(=O)C2CCCC2)c1 | -1% | ? | 8% | -16% | -17% | 21%[38.3 µM] | 3%
38 | CCOc1cc(/C=N/NC(N)=O)cc(Br)c1OCc1ccccc1 | -3%[0.0737 µM] | -5% | 1% | ? | 19% | -4%[38.3 µM] | 2%
39 | CC(C)c1ccc(C2C3=C(COC3=O)Nc3cc4c(cc32)OCO4)cc1 (centres undefined) | nt | nt | 2% | -27% | -160%[inhibitor] | 14% | 2%
40 | CC(C)(C)NC(=O)c1ccc(NC(=O)C2COc3ccccc3O2)cc1 (centres undefined) | -8% | 4% | 3% | 3% | 10% | 16%[38.3 µM] | 6%
41 | CC(=O)Nc1ccc(NC(=O)C(C)OC(=O)c2ccccc2C(=O)c2ccc(Cl)c([N+](=O)[O-])c2)cc1 (centres undefined) | ? | 25µM* | 1% | ? | 12%[10 µM] | 8% | 0%
42 | Cc1nn(C(=O)c2nn(C)cc2[N+](=O)[O-])c(C)c1Cl | -2%[9.22 µM] | -5% | 4% | -1% | 11% | 2% | 1%
43 | Cc1ccc(C2CC(=O)Oc3cc(C)c(Cl)cc32)cc1 (centres undefined) | nt | nt | 4%[89.1 µM] | nt | 21% | 4% | -1%[39.9 µM]
44 | CCCCCCCCC(=O)NCCOc1ccccc1 | -2% | nt | 2% | -7% | 16%[10 µM] | nt | nt
45 | CCN(CC)S(=O)(=O)c1cccc(NC(=O)c2ccc(Sc3nncn3C)c([N+](=O)[O-])c2)c1 | -13%[46 µM] | 17% | -8% | 0% | nt | 15% | -2%
46 | COC(=O)c1cccc(NC(=O)CN2CCN(Cc3ccccc3)CC2)c1 | 4% | ? | 4% | -27% | 1%[0.074 µM] | 34%[38.3 µM] | 4%
